High-throughput results as filed in PubChem BioAssay.
Platelet DG rel: platelet dense granule release activity; inhibition, %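 (compounds screened at 7.5 µM in platelet-rich plasma)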; 300,000 compounds, 0.22% hits; human platelet-rich plasma, SFLLRN dense granule ATP release, luminescence; AID 1663;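 active means mean replicate score, as percent of positive control, at or above 50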
HDAC3 inhib: human HDAC3 inhibition; O15379; recombinant HDAC3, fluorogenic peptide/trypsin coupled, fluorescence; inhibition, % at 8.3 µM; 320,000 compounds, 0.15% hits; AID 2718; in the data active means inhibition above about 26%, passing the limit was not always enough
Target sequence (O15379 whole entry, looked up): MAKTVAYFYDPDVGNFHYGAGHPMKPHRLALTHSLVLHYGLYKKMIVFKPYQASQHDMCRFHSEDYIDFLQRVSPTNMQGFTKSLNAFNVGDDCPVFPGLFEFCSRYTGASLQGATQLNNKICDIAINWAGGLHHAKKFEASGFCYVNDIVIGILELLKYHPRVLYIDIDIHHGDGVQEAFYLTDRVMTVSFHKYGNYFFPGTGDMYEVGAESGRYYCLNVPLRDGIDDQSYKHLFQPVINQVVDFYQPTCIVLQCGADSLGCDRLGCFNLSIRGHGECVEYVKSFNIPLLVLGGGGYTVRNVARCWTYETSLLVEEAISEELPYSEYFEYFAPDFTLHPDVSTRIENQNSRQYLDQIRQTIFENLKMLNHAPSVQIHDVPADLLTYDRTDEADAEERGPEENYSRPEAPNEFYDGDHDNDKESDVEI
KLF5 inhibitor: suppresses KLF5 promoter-driven expression; DLD-1 KLF5 promoter-luciferase reporter, luminescence; inhibition, % at 5 µM; 290,000 compounds, 0.23% hits; AID 1700;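 active means inhibition above a per-plate limit of that plate's mean compound inhibition plus 3 SD, cut at about 60% in these data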;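 further: 0% = DMSO wells and 100% = LY294002 at 200 µM; higher means less KLF5 promoter-driven luciferase light; inactives centre near -14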
HSP90 refold inh: inhibitors of HSP90 luciferase refolding in rabbit reticulocyte lysate | luciferase refolding luminescence, 3 h | inhibition, % at 5.6 µM | 290,000 compounds, 0.91% hits | AID 1789;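 active means inhibition above the screen-wide mean plus 3 SD, computed separately per campaign, cut at about 16% in these data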;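 further: 0% = DMSO wells and 100% = 60 µM geldanamycin wells; inhibitors lower the luminescence because luciferase stays unfolded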
HIF act: HIF pathway transcriptional activation; 300,000 compounds, 0.32% hits; activation, % at 7.5 µM (by protocol); U2OS HRE-luciferase reporter, luminescence; normalized: DMSO 0%, desferrioxamine 100%; AID 1910;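 active means mean activation of at least 10% of the iron chelator positive control signal, with at least half of replicates also reaching 10%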
IEC-6 tox: counter-screen for KLF5 inhibitors: cytotoxicity in IEC-6 cells; IEC-6 cytotoxicity, luminescence viability; 290,000 compounds, 0.78% hits; inhibition, % at 5 µM; in the data active means inhibition above about 22%;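 further: 0% = plate median of test compound wells and 100% = cytotoxic reference compound wells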
HSF-1 act: increases HSF-1 driven luciferase reporter signal; activation, % at 9 µM; NIH3T3-HGL HSF-1 luciferase reporter, MG132, 8 h; 100% = twice DMSO control signal; AID 504408; 300,000 compounds, 1.7% hits;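 active means mean replicate activation of at least 50% with a set share of replicates each reaching 50%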;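 further: 0% = median of the neutral control wells and 100% = twice that signal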
HSF1 inh: HSF1 inhibition; NIH3T3-HGL HSE-luciferase, MG132-induced, luminescence 8 h; active compounds read low; activity change, negative = inhibition, % at 7.5 µM (by protocol); 300,000 compounds, 0.77% hits; AID 2098;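 active means more than half of replicate wells show activity change below -50%, luminescence cut by over half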;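 further: luciferase reports HSF-1 transcriptional activity via heat shock element; 0% = median of DMSO wells and -100% = zero luminescence signal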
aSyn 5UTR inh: 5' untranslated region of α-synuclein, MLPCN primary screen | alpha-synuclein 5'UTR reporter, inhibitor activity | inhibition, % (tested at 7.5 µM) | 300,000 compounds, 0.82% hits | AID 1813; in the data active means inhibition above about 60%;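 further: H4 neuroglioblastoma cells stably carrying SNCA 5'UTR luciferase fusion; 0% = DMSO wells and 100% = positive control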
AI-2 QS mod: modulates the Vibrio harveyi AI-2 quorum sensing system. Vibrio harveyi JMH597 AI-2 luminescence/OD600 ratio, 9 h; active compounds read low; strain lacks LuxN and CqsS sensors; 0 = neutral-control median. activity change, % at 7.5 µM. 300,000 compounds, 0.4% hits. AID 2094; in the data active means activity change below about -75%, passing the limit was not always enough;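 further: luminescence divided by OD600 gain over 9 h not by final OD600 alone; inactives centre near 13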
* marks the source's active call; other numbers are inactive results; · = no result given. Compounds as they come. Share with any hit: about 5%.

SMILES | Platelet DG rel | HDAC3 inhib | KLF5 inhibitor | HSP90 refold inh | HIF act | IEC-6 tox | HSF-1 act | HSF1 inh | aSyn 5UTR inh | AI-2 QS mod
Cc1[nH]c(=O)[nH]c(=O)c1S(=O)(=O)NCCOC12CC3CC(CC(C3)C1)C2 | -5.5 | -9.8 | -21.9 | 0.4 | -0.4 | -1.9 | -0.7 | -4.9 | -13.2 | 32.3
CCOC(=O)c1cc(-c2ccccc2)sc1NC(=S)Nc1cccc(C)n1 | 0.7 | 5.7 | 5.3 | 1.2 | 0.0 | 4.6 | 4.8 | 6.7 | 1.1 | 22.1
CC1(C)CC(=O)C(C2=NC3(CCCCC3)Cc3ccccc32)=C(O)C1 | -10.9 | -1.1 | -0.7 | 4.5 | -0.2 | 2.9 | -7.1 | -8.5 | -11.0 | 8.0
Cc1nc2ccccc2n1CCc1nc2c3ccccc3nc(SCC(=O)NCc3ccco3)n2n1 | -1.4 | 5.5 | -1.0 | -0.7 | -1.6 | -4.4 | 25.6 | 1.6 | 30.8 | 21.6
CCCOc1c(Br)cc(C(=O)NCC)cc1OC | 0.7 | -1.8 | -10.0 | 5.5 | 0.0 | 2.9 | 2.3 | -5.9 | 37.1 | 22.7
CC(CC(=O)Nc1nc2ccccc2[nH]1)n1ccnc1 (centres undefined) | 3.7 | -0.2 | 3.5 | 4.1 | 0.1 | 6.9 | -1.7 | -0.3 | 17.3 | 10.1
Cc1ccnc(N/C=C(/NC(=O)c2ccccc2)C(=O)N/N=C\c2ccc(Cl)cc2)n1 | 22.3 | 9.2 | -8.2 | 1.5 | 0.0 | -2.6 | -2.4 | -1.6 | 5.9 | 28.5
Cc1cccc(C)c1NC(=O)CSCC(=O)O | -7.9 | -1.1 | -11.9 | -2.4 | -0.3 | -3.9 | -12.8 | -12.0 | 7.9 | 3.1
O=C(/C=C/c1cccc(C(F)(F)F)c1)Nc1cccc(C(F)(F)F)c1 | -4.0 | 8.5 | -4.5 | -1.9 | 0.9 | 6.4 | 10.6 | 4.3 | 7.2 | 36.1
O=C(Nc1ccc(N2CCCCC2)cc1)c1ccc2c(c1)OCCO2 | 3.3 | 12.3 | -122.5 | 4.2 | 1.5 | 2.5 | 39.6 | 17.9 | -86.7 | 10.1
COc1ccc(-n2c(SCC(=O)NCC3CCCO3)nc3c([nH]c4ccccc43)c2=O)cc1 (centres undefined) | 7.4 | -3.2 | -28.6 | 1.1 | -32.8 | 0.5 | 5.9 | -2.8 | 25.5 | 19.6
Cc1cccc(N(C)c2ncnc3onc(-c4ccc(F)cc4)c23)c1C | 1.4 | 0.3 | -21.3 | -2.2 | -2.6 | 3.4 | -5.0 | -2.6 | 40.1 | 18.9
CC(=O)N1CCN(c2ccc(NC(=S)NC(=O)/C=C/c3ccccc3)cc2)CC1 | -6.1 | -0.4 | -15.8 | 1.4 | -0.7 | -5.8 | 14.5 | 9.5 | 10.0 | -0.7
CCOC(=O)NC(=O)c1cn(N(C)c2ncc(C(F)(F)F)cc2Cl)c(=O)[nH]c1=O | 5.0 | -3.3 | -2.2 | 0.2 | -0.6 | -9.0 | -6.5 | 1.9 | 22.7 | 10.0
COc1ccc(NC(=O)C2=CC(c3ccc(C)cc3)=NS(=O)(=O)N2C)cc1OC | -7.2 | -7.1 | -13.5 | -5.1 | -0.7 | -4.0 | -3.9 | -6.1 | 0.3 | 1.3
COc1cc2[nH]c(=S)n(C3CC3)c(=O)c2cc1OC | -0.1 | 2.1 | 5.7 | -3.2 | 0.1 | -9.9 | 3.0 | -8.6 | -1.2 | 22.5
COc1cc(C(=O)N2CCC(NC(=O)C(Cc3ccccc3)NC(C)=O)CC2)cc(OC)c1OC (centres undefined) | -0.4 | -3.0 | -8.1 | -0.9 | 0.1 | -0.8 | -6.7 | -0.5 | 8.7 | 25.2
Fc1cc(Cl)ccc1NC(=S)NCCN1CCOCC1 | 5.5 | -1.4 | 15.9 | -1.9 | 0.6 | 1.2 | 10.3 | 4.9 | 8.7 | 8.3
Cc1ccc(S(=O)(=O)N2CCOCC2)cc1NC(=O)COC(=O)CNC(=O)c1ccc(Oc2ccccc2)cc1 | -21.1 | -1.2 | -29.8 | -2.7 | -0.1 | -7.4 | -0.9 | -8.7 | 10.0 | 4.3
O=C(Cc1ccc(Cl)c(Cl)c1)Nc1ccc2[nH]c(=O)[nH]c2c1 | -3.9 | 2.5 | 17.0 | 1.8 | 0.9 | -2.8 | 4.6 | -1.4 | -4.6 | 15.4
O=[N+]([O-])c1ccc(N2CCCC2)cc1NC1CC1 | 0.6 | 2.1 | -26.1 | 4.4 | -0.2 | 3.0 | -19.4 | -10.2 | 8.1 | 5.1
N#Cc1c2c(c(NCCN3CCOCC3)n3c1nc1ccccc13)CCCC2 | 4.7 | -7.9 | -13.6 | 4.9 | -0.9 | 8.0 | -0.7 | 0.1 | -2.9 | -6.9
Cc1ccc(S(=O)(=O)N(C(=N)N)c2nc(N(C)C)nc(N(C)C)n2)cc1 | 1.0 | -2.5 | -6.7 | 0.1 | -1.3 | -0.4 | -9.9 | -8.0 | -7.4 | 39.5
CCN1CC(=O)Nc2cc(S(=O)(=O)N3CCOCC3)ccc21 | 12.7 | -3.3 | -44.1 | 9.7 | 1.0 | -4.3 | -11.2 | -7.8 | 9.6 | 6.9
Cc1cc(NC(=O)C(=O)NCCN2CCN(S(C)(=O)=O)CC2)ccc1Br | -2.2 | 12.0 | -26.1 | -0.4 | 0.0 | -2.6 | -25.2 | -6.4 | 28.4 | 1.3
Next part.
SMILES | Platelet DG rel | HDAC3 inhib | KLF5 inhibitor | HSP90 refold inh | HIF act | IEC-6 tox | HSF-1 act | HSF1 inh | aSyn 5UTR inh | AI-2 QS mod
CCN1CCN(C(=O)C(=O)c2cn(CC(=O)N3CCCCCC3)c3ccccc23)CC1 | -8.1 | 3.3 | -21.8 | -2.8 | 0.0 | -0.7 | 16.0 | 3.0 | 7.7 | 11.5
CN(C)S(=O)(=O)c1cc(NC(=O)CNCc2ccc(F)cc2)ccc1Cl | 10.5 | -0.7 | -15.5 | -1.2 | 0.9 | -3.8 | 0.2 | -1.1 | -7.0 | 6.6
COc1cc(SC)ccc1C(=O)NCCCn1ccnc1 | 0.9 | 0.3 | -21.0 | -1.9 | -0.3 | 7.0 | 36.2 | 4.5 | -17.2 | 10.9
CCOC(=O)Cc1nn(Cc2ccccc2)c(=O)c2ccccc12 | -1.4 | 5.1 | -19.4 | -5.8 | 0.6 | -4.2 | -11.0 | -3.3 | 23.0 | 10.4
O=C(CN(c1ccc2c(c1)OCCO2)S(=O)(=O)c1ccccc1)Nc1ccc2c(c1)OCO2 | 3.6 | 9.1 | -8.1 | -2.1 | 0.3 | -1.6 | 9.9 | 0.7 | -3.9 | 32.5
CCOC(=O)C1CCCN(C(=O)c2ccccc2Oc2ccccc2)C1 (centres undefined) | -9.2 | -10.1 | -18.7 | 0.2 | -0.1 | -0.5 | 45.7 | 18.0 | -3.6 | 4.8
CCOC(=O)C1CCN(C(=O)COc2ccc(N(C)S(=O)(=O)c3ccc(OCC)cc3)cc2)CC1 | 11.5 | 1.5 | 6.9 | 4.8 | -0.2 | -1.2 | -18.3 | -4.7 | 0.0 | 26.0
COc1ccc(CCN(C)CC(O)c2ccccc2)cc1OC (centres undefined) | 2.2 | 3.1 | -23.9 | -3.6 | 0.3 | -6.6 | -0.9 | -5.0 | 10.4 | 16.3
CCCCN(C(=O)c1ccc(S(=O)(=O)N2CCCC2)cc1)C1CCS(=O)(=O)C1 (centres undefined) | 14.7 | -1.0 | · | · | 0.7 | · | 9.9 | 0.1 | 4.9 | 7.7
O=C(Nc1ccc(F)cc1)c1ccc(NC(=O)C2CCCO2)cc1 (centres undefined) | 16.5 | -0.3 | -24.8 | -1.4 | 1.3 | 2.0 | 7.7 | 8.0 | -128.1 | 19.8
O=C(NCC1CCCO1)c1nc2c(nnn2Cc2ccccc2Cl)c(=O)[nH]1 (centres undefined) | -3.5 | -2.1 | -30.3 | -1.2 | -0.4 | 2.4 | -2.2 | 0.5 | 15.9 | 9.1
COc1cc(C)c(CN2CCC(Cc3ccccc3)CC2)cc1C | -4.9 | 3.7 | -6.5 | -0.4 | 1.0 | -2.6 | -15.2 | -7.7 | -14.9 | 19.4
COc1ccc(C(=O)N2CCCC(c3nc(-c4cc(OC)c(OC)c(OC)c4)no3)C2)cc1 (centres undefined) | 14.7 | 0.1 | -8.2 | -3.7 | -0.1 | 5.3 | 15.7 | 5.8 | -9.4 | 0.9
CC(C)N1CC(C(=O)Nc2cc(Cl)cc(Cl)c2)CC1=O (centres undefined) | -1.2 | 1.4 | -18.0 | -4.2 | -28.8 | 3.2 | 9.2 | 0.5 | 3.4 | 16.2
COc1ccc(NC(=O)c2cccc(NC(=O)C(C)C)c2)c([N+](=O)[O-])c1 | 12.7 | -3.7 | -32.8 | 4.7 | 1.4 | -1.8 | -7.0 | 2.7 | -10.7 | 8.2
CCOc1ccccc1C(=O)NC(CO)C(=O)O (centres undefined) | -3.6 | -5.0 | -28.7 | -1.9 | 0.3 | -6.8 | 8.9 | -4.1 | 10.7 | 7.9
O=[N+]([O-])c1cc(C(F)(F)F)ccc1Sc1nccn1Cc1ccccc1 | 2.9 | 10.8 | -38.3 | -0.4 | 0.3 | -2.7 | -36.2 | -15.6 | 5.9 | 10.8
CCOc1cc(N2CCOCC2)c(OCC)cc1NC(=O)Cn1[nH]c(=O)c2ccccc2c1=O | 0.1 | -1.0 | -12.6 | 1.2 | 0.3 | 4.6 | 1.9 | -3.2 | 22.0 | 21.3
Cc1ccc(S(=O)(=O)N2CCCC2C(=O)NCc2ccc3c(c2)OCO3)cc1 (centres undefined) | 0.4 | 11.2 | 9.5 | 1.2 | -0.6 | 0.3 | -3.2 | -8.6 | 4.8 | 13.6
CC(C)OC(=O)c1c(NS(=O)(=O)c2ccccc2)sc2c1CCCC2 | -1.1 | -0.4 | -4.5 | 3.2 | -0.5 | 5.9 | -14.1 | 1.3 | -7.9 | ·
CCC(c1nnc(SCC(=O)Nc2ccc(C(=O)N(C)C)cc2)n1Cc1ccccc1)N(C)C (centres undefined) | 29.8 | -3.0 | -23.1 | 0.1 | -0.4 | 11.2 | -16.0 | -7.6 | 2.1 | 7.7
Cc1ccc(C(=O)NC(=S)Nc2cc(C(F)(F)F)ccc2Cl)cc1 | 2.5 | -3.3 | 10.5 | 1.8 | 0.7 | 2.8 | 0.0 | -4.5 | 7.2 | -5.6
O=C(O)c1cccc(N/N=C/c2cccc3ccccc23)c1 | -20.8 | -1.1 | 60.2 | 63.4* | -0.6 | 9.9 | -13.2 | -2.0 | 57.0 | 33.4

A draw from above in order of length of the SMILES, high to low:
SMILES | Platelet DG rel | HDAC3 inhib | KLF5 inhibitor | HSP90 refold inh | HIF act | IEC-6 tox | HSF-1 act | HSF1 inh | aSyn 5UTR inh | AI-2 QS mod
CCN1CCN(C(=O)C(=O)c2cn(CC(=O)N3CCCCCC3)c3ccccc23)CC1 | -8.1 | 3.3 | -21.8 | -2.8 | 0.0 | -0.7 | 16.0 | 3.0 | 7.7 | 11.5
Cc1ccc(S(=O)(=O)N2CCCC2C(=O)NCc2ccc3c(c2)OCO3)cc1 (centres undefined) | 0.4 | 11.2 | 9.5 | 1.2 | -0.6 | 0.3 | -3.2 | -8.6 | 4.8 | 13.6
CCOC(=O)Cc1nn(Cc2ccccc2)c(=O)c2ccccc12 | -1.4 | 5.1 | -19.4 | -5.8 | 0.6 | -4.2 | -11.0 | -3.3 | 23.0 | 10.4
